Assay outcomes as filed in PubChem BioAssay.
Spn MK inh: S. pneumoniae MK inhibitors, primary screen, biochemical, PK/LDH-coupled NADH absorbance; purified MK, PK/LDH-coupled NADH absorbance 340 nm; hit rate 0.48% among 65,000; AID 555, 2006; inhibition, % at 10 µM; mevalonate kinase [Streptococcus pneumoniae D39];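 active = ranked among the strongest by inhibition in the single 10 µM screen, a fixed top-ranked set picked for dose follow-up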; also: no value below 0 was filed
Bfl-1 displacement: Bfl-1 inhibitors, primary screen, biochemical, fluorescence polarization, FITC-Bid, mouse (AID 432). Bcl-2-related protein A1 (Mus musculus). FITC-Bid BH3 peptide fluorescence polarization displacement; higher % means a stronger effect. displacement, % at 20 µM, or IC50 in µM where a hit was titrated. hit rate 0.02% among 64,000; in the data active = a potency from the dose series; inactive = the rest, 99 in 100 with displacement below about 15%; also: strong numbers were not always called active
Alkaline phosphatase: human TNAP enzyme inhibitors, biochemical, luminescent (AID 518); Alkaline phosphatase, tissue-nonspecific isozyme (Homo sapiens); purified TNAP enzyme, luminescent substrate readout; higher % means a stronger effect; inhibition, % at 20 µM; hits with a dose series show IC50 in µM; hit rate 0.09% among 64,000; in the data active = a potency from the dose series; inactive = the rest, 99 in 100 with inhibition below about 22%;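 also: plate controls were vehicle for no effect and reference inhibitor for full effect; many of its hits are not listed in these tables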
HPDE-C7 cytotoxicity: cytotoxicity in HPDE-C7 cells, cell-based, fluorescence, HTS (AID 430) | hit rate 1.8% among 63,000 | cytotoxicity, % at 10 µM; hits with a dose series show EC50 in µM | HPDE-C7 pancreatic duct cells viability, fluorescence; higher % means a stronger effect;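 also: cells exposed to compound for 48 hours before viability readout; 0% = vehicle and 100% = reference cytotoxic drug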
LYP phosphatase: LYP phosphatase inhibitors, primary screen, biochemical, DiFMUP fluorescence, recombinant catalytic domain, 10 µM (AID 606); Tyrosine-protein phosphatase non-receptor type 22 (Homo sapiens); recombinant LYP catalytic domain, DiFMUP fluorescence; higher % means a stronger effect; inhibition, % at 10 µM; hits with a dose series show IC50 in µM; 52,000 tested, under 10 active;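 active = IC50 under 40 µM in the dose-response test; inactive = IC50 of 40 µM or more, or never dose-tested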
PMK inhibit: S. pneumoniae PMK inhibitors, primary screen, biochemical, mevalonate pathway, pilot trial included. inhibition, % at 10 µM. hit rate 0.49% among 65,000. AID 539, 2006. purified PMK, PK/LDH-coupled NADH absorbance 340 nm. phosphomevalonate kinase (Streptococcus pneumoniae D39);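 active = top-ranked compounds by inhibition in the single 10 µM screen, taking a fixed number of the strongest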;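 also: 0% = full reaction with DMSO carrier and 100% = background rate without enzyme reaction; no value below 0 was filed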
Spn DPM-DC inh: S. pneumoniae DPM-DC inhibitors, primary screen, biochemical, PK/LDH-coupled NADH fluorescence; AID 556, 2006; diphosphomevalonate decarboxylase (Streptococcus pneumoniae D39); purified DPM-DC; hit rate 0.49% among 65,000; calls only at 10 µM;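 active = the 320 compounds with the highest percent inhibition in the single-dose primary screen, excluding strongly autofluorescent ones, cut at about 32% in these data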;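 also: kinetic rate of NADH fluorescence loss reporting ADP formed by the decarboxylase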
HPDE-C7K KRASV12: cytotoxicity in KRAS-transformed pancreatic duct cells, primary screen, cell-based, fluorescence, HTS (AID 431); HPDE-C7K KRASV12 cells, Alamar Blue viability, 48 h; higher % means a stronger effect; cytotoxicity, % at 10 µM; hits with a dose series show EC50 in µM; hit rate 1.7% among 63,000;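 active = compounds whose percent cytotoxicity in the single-dose primary screen, scaled between solvent and toxic-drug controls, exceeds 50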;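 also: 0% = DMSO solvent wells and 100% = doxorubicin-treated wells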
HT1080 viability: cytotoxicity in HT1080 fibrosarcoma cells, cell-based, fluorescence readout (AID 620). HT1080 viability, fluorescence; higher % means a stronger effect. hit rate 0.42% among 87,000. cytotoxicity, % at 10 µM, or EC50 in µM where a hit was titrated;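 also: cells exposed to compound overnight then 4 h with Alamar Blue; 0% = vehicle DMSO and 100% = killing control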
PMK inhibit pilot replicates: also measured in PMK inhibit; calls as there; inhibition, %; measured here: pilot screen replicates
Spn MK inh pilot replicates: recorded beside Spn MK inh, whose call it bears; inhibition, %; measured here: pilot screen replicates
Spn DPM-DC inh pilot screen %: recorded beside Spn DPM-DC inh, whose call it bears; inhibition, %; measured here: pilot screen trials
Active calls of the source: *; i = inactive; . = no result given. Rule as the data show it, unless noted: active = cytotoxicity above about 50%; inactive = the rest. Hits appear at their usual frequency; about 3.4% have a hit in one of these screens.

SMILES	Spn MK inh	Bfl-1 displacement	Alkaline phosphatase	HPDE-C7 cytotoxicity	LYP phosphatase	PMK inhibit	Spn DPM-DC inh	HPDE-C7K KRASV12	HT1080 viability	others
CCn1c2ccccc2c2cc(NC(=O)Cc3ccc(S(=O)(=O)N4CCOCC4)s3)ccc21	0	-13%	13%	33%	12%	13	i	40%	1%	PMK inhibit pilot replicates=1.0;Spn MK inh pilot replicates=1.0;Spn DPM-DC inh pilot screen %=0.0
O=C(CSc1nnc(-c2csc3c2CCCC3)o1)Nc1ccccc1	13	1%	-4%	8%	-1%	0	i	0%	.
O=C(O)c1cc2n(n1)C(C(F)(F)F)CC(c1ccccc1)N2 (stereo unspecified)	11	20%	13%	2%	6%	0	i	-2%	3%
COc1cc(OC)c(C(=O)NC2CC(C)(C)NC(C)(C)C2)cc1OC	4	-7%	3%	-2%	2%	6	i	13%	3%
Cc1oc2c(CN3CCCC3)c(O)ccc2c(=O)c1-c1ccc(Br)cc1	7	1%	10%	4%	14%	12	.	2%	-21%
CCOC(=O)N1CCC(NC(=O)c2ccc3snnc3c2)CC1	6	2%	5%	-3%	12%	5	i	-1%	2%
CC(=O)Nc1cc(NC(C)=O)c(CC(C)C)s1	8	-3%	8%	-4%	6%	10	i	-2%	27%
c1ccc(-n2ncc3c(NCC4CCCO4)ncnc32)cc1 (stereo unspecified)	10	-1%	-2%	3%	4%	0	i	6%	8%
CCOC(=O)Nc1sc(C)nc1-c1ccccc1	3	-6%	10%	5%	2%	4	i	11%	-1%
CCN(Cc1ccccc1)S(=O)(=O)c1ccc(S(=O)(=O)N2CCN(CCC#N)CC2)cc1	1	2%	6%	-4%	-29%	11	i	-1%	-5%
O=C(OC1CSc2nc3ccccc3n2C1)c1ccco1 (stereo unspecified)	5	1%	10%	.	11%	3	i	.	-1%
Cc1ccc(-c2n[nH]c(=O)c3ccccc23)cc1S(=O)(=O)NCCN1CCOCC1	0	5%	10%	-4%	4%	1	i	8%	10%
COc1ccccc1NC(=O)Nc1ccc2c(c1)OCCO2	4	-3%	13%	0%	0%	0	i	-11%	-1%
Cc1ccc(-n2ncc3c(NCc4ccccc4)ncnc32)cc1	12	-2%	6%	-4%	.	7	i	-12%	-7%
NC(=O)c1cc(-c2ccccc2)nc(Oc2ccccc2)n1	9	-2%	26%	-3%	-2%	3	i	14%	9%	PMK inhibit pilot replicates=0.0;Spn MK inh pilot replicates=0.0;Spn DPM-DC inh pilot screen %=0.0
O=C(Nc1ccccc1)C1CC(=O)N(C2CCCCC2)C1 (stereo unspecified)	6	-1%	8%	-6%	9%	11	i	-2%	4%
O=C(Nc1ccc(N2CCN(C(=O)c3ccccc3)CC2)cc1)c1cc2ccccc2o1	0	-6%	8%	3%	10%	6	i	-7%	3%
O=C(c1ccc(CNS(=O)(=O)c2cccc(C(F)(F)F)c2)cc1)N1CCOCC1	8	-3%	20%	-12%	-3%	0	i	-6%	5%	PMK inhibit pilot replicates=2.0;Spn MK inh pilot replicates=1.0;Spn DPM-DC inh pilot screen %=2.0
O=C(CCS(=O)(=O)c1cc(Br)cc2c1N(C(=O)C1CC1)CC2)NCC1CCCO1 (stereo unspecified)	0	-14%	12%	-2%	-4%	6	i	6%	12%	PMK inhibit pilot replicates=1.5;Spn MK inh pilot replicates=2.0;Spn DPM-DC inh pilot screen %=1.0
CCCOC(=O)C1=C(C)NC2=C(C(=O)CCC2)C1c1cccs1 (stereo unspecified)	9	0%	13%	3%	9%	13	i	-4%	3%
CCNc1nc(N)nc(Oc2ccc(OCC)nn2)n1	5	-5%	5%	-6%	8%	4	i	4%	-6%
O=C(CN1C(=O)c2ccccc2S1(=O)=O)N1CCN(Cc2ccc3c(c2)OCO3)CC1	4	0%	2%	-4%	-9%	8	i	-15%	-2%
CCn1c(SCC(=O)NC(C)(C)C)nc(O)cc1=O	9	-3%	10%	33%	.	8	i	6%	-9%
CCCCC(CC)CNC(=O)CN(C)S(=O)(=O)c1cccc2nsnc12 (stereo unspecified)	0	2%	21%	-19%	17%	16	i	-16%	-4%
COc1ccc(N2CCN(C(CNC(=O)c3cccc(Cl)c3)c3cccnc3)CC2)cc1 (stereo unspecified)	2	-19%	-8%	-12%	5%	13	i	-4%	7%
COc1ccc(OC)c(NC(=O)[C@H]2CC=CC[C@H]2C(=O)O)c1	8	0%	7%	-19%	2%	10	i	-13%	-1%
N#CC(C#N)C(c1ccsc1)c1c(-c2ccccc2)[nH][nH]c1=O (stereo unspecified)	10	-2%	11%	21%	6%	8	i	12%	-1%
c1ccc2c(c1)CCCN2Cc1nnnn1C1CCCC1	2	4%	9%	-12%	.	7	i	-16%	-27%
CCCCn1c(CN2CCN(c3cccc(Cl)c3)CC2)nc2c1c(=O)n(C)c(=O)n2C	9	-7%	5%	-6%	-3%	5	i	10%	11%	PMK inhibit pilot replicates=5.0;Spn MK inh pilot replicates=0.5;Spn DPM-DC inh pilot screen %=4.0
Cc1c(CNC(=O)c2nn3c(c2Cl)NC(c2ccccc2)CC3C(F)(F)F)cnn1C (stereo unspecified)	5	0%	4%	-2%	.	11	i	-4%	-8%
COc1ccccc1C(=O)N1CCCN(C(=O)c2ccccc2OC)CC1	9	-2%	6%	-1%	3%	16	i	4%	-5%
CCOc1ccc(NC(=O)CSc2nnc(-c3ccccc3)n2N)cc1	7	-7%	6%	-12%	.	0	i	6%	3%
Cc1cc(Nc2ccccc2)n(-c2ccccc2)n1	6	-4%	9%	-15%	9%	0	i	-16%	2%	PMK inhibit pilot replicates=0.0;Spn MK inh pilot replicates=0.0;Spn DPM-DC inh pilot screen %=0.0
CCN(CC)C(=O)Cn1c(=O)n(Cc2ccccc2Cl)c2c1c(=O)n(C)c(=O)n2C	10	3%	9%	4%	7%	5	i	2%	4%	PMK inhibit pilot replicates=0.0;Spn MK inh pilot replicates=0.0;Spn DPM-DC inh pilot screen %=0.0
O=C(CS(=O)(=O)Cc1ccccc1)Nc1nc2c(s1)CCCC2	2	-6%	13%	3%	-2%	1	i	-2%	9%
NC(=O)c1nsnc1-c1ccccc1O	2	-4%	2%	-6%	-2%	19	i	-15%	-13%	PMK inhibit pilot replicates=0.0;Spn MK inh pilot replicates=2.0;Spn DPM-DC inh pilot screen %=0.0
CC1=C(C(=O)OC(C)C)C(c2ccccc2Cl)CC(=O)N1 (stereo unspecified)	2	1%	-2%	-19%	13%	9	i	-19%	3%
COc1ccc(OC)c(S(=O)(=O)N2Cc3ccccc3CC2C(=O)O)c1 (stereo unspecified)	0	0%	12%	0%	18%	0	i	-1%	1%
CC(C)OC(=O)c1cccnc1SCc1cc(=O)n2ccccc2n1	12	-4%	10%	-16%	.	28*	i	-6%	0%
O=C(NCCOc1ccc(Cl)cc1)C1CC(=O)N(c2ccc(F)cc2)C1 (stereo unspecified)	12	-7%	7%	4%	0%	0	i	14%	-7%
CCOC(=O)c1cn(CC)c2ccc(Br)cc2c1=O	9	-1%	10%	-33%	.	9	i	-19%	-10%
Cc1cc(=O)oc2cc(OCC(=O)OCC(=O)NCc3ccc4c(c3)OCO4)ccc12	1	-4%	9%	2%	.	1	i	-2%	-1%
c1ccc(CN2CCN(c3ncnc4nc[nH]c34)CC2)cc1	7	2%	16%	8%	3%	3	i	-4%	0%
CC(=O)C1=C(C)Nc2cc(C(F)(F)F)ccc2S1	7	2%	11%	32%	0%	0	i	28%	6%
O=C(CN(Cc1ccco1)C(=O)CNS(=O)(=O)c1ccccc1)NCc1ccc(F)cc1	7	0%	10%	-1%	1%	19	i	2%	-13%
CC1CCN(C(=O)CSc2nnc(CN3CCOCC3)n2-c2ccccc2)CC1	16	3%	5%	1%	7%	0	i	-1%	-4%

Entries shown so far with a Cl atom (6):
SMILES	Spn MK inh	Bfl-1 displacement	Alkaline phosphatase	HPDE-C7 cytotoxicity	LYP phosphatase	PMK inhibit	Spn DPM-DC inh	HPDE-C7K KRASV12	HT1080 viability	others
COc1ccc(N2CCN(C(CNC(=O)c3cccc(Cl)c3)c3cccnc3)CC2)cc1 (stereo unspecified)	2	-19%	-8%	-12%	5%	13	i	-4%	7%
CCCCn1c(CN2CCN(c3cccc(Cl)c3)CC2)nc2c1c(=O)n(C)c(=O)n2C	9	-7%	5%	-6%	-3%	5	i	10%	11%	PMK inhibit pilot replicates=5.0;Spn MK inh pilot replicates=0.5;Spn DPM-DC inh pilot screen %=4.0
Cc1c(CNC(=O)c2nn3c(c2Cl)NC(c2ccccc2)CC3C(F)(F)F)cnn1C (stereo unspecified)	5	0%	4%	-2%	.	11	i	-4%	-8%
CCN(CC)C(=O)Cn1c(=O)n(Cc2ccccc2Cl)c2c1c(=O)n(C)c(=O)n2C	10	3%	9%	4%	7%	5	i	2%	4%	PMK inhibit pilot replicates=0.0;Spn MK inh pilot replicates=0.0;Spn DPM-DC inh pilot screen %=0.0
CC1=C(C(=O)OC(C)C)C(c2ccccc2Cl)CC(=O)N1 (stereo unspecified)	2	1%	-2%	-19%	13%	9	i	-19%	3%
O=C(NCCOc1ccc(Cl)cc1)C1CC(=O)N(c2ccc(F)cc2)C1 (stereo unspecified)	12	-7%	7%	4%	0%	0	i	14%	-7%
